Assay outcomes: PubChem, several laboratories
Y pestis TopoI: inhibitors of Yersinia pestis topoisomerase I; Y. pestis Topo-I cleavage product accumulation, plate reader; activity, % at 10 µM; hit rate 0.064% among 360,000; AID 504884; in the data active = activity above about 50%, passing the limit was not always enough; inconclusive = no clear call, values can overlap the other calls; also: inactives centre near 2
BoNT A protease: BoNT A light chain protease inhibition; AID 588499; multiplex microsphere protease substrate cleavage, flow cytometry; hit rate 0.17% among 360,000; inhibition, % at 10 µM; also: plate controls were buffer without enzyme for full effect and enzyme alone for no effect
SSB-PriA inh: inhibitors of Klebsiella pneumoniae PriA binding to SSB C-terminal tail; AlphaScreen SSBct-PriA binding, biotinylated peptide; inhibition, % at 33 µM; hit rate 0.6% among 430,000; AID 1272365; in the data active = inhibition mostly above about 37%, no sharp cut-off; inactive = mostly below about 20%;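 also: plate controls were negative control peptide for no effect and reference peptide for full effect; strong numbers were not always called active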
CCHF vOTU inh: CCHFV vOTU protease inhibition; Pep-AMC fluorescence; inhibition, % at 11.5 µM; hit rate 0.55% among 370,000; AID 651958; in the data active = inhibition above about 30%; also: 0% = vehicle wells with enzyme and 100% = no enzyme wells
Vc quorum ag: inducers of Vibrio cholerae quorum light production without autoinducers; AID 588436; activation, % at 18.7 µM; V. cholerae BH1578 lux reporter, luminescence, 6 h; hit rate 0.16% among 350,000; in the data active = activation mostly above about 9.7%, no sharp cut-off; inconclusive = no clear call, values can overlap the other calls; inactive = mostly below about 3.7%; also: not every result past the cut was called active; inactives centre near 0; reference of the scale not given here
DUSP3 inh: inhibitors of human VHR1 phosphatase (DUSP3). P51452. recombinant VHR phosphatase, pNPP absorbance. inhibition, % at 13.3 µM. hit rate 0.52% among 290,000. AID 1654; in the data active = inhibition above about 50%; also: some compounds called inactive have numbers as strong as hits
Target sequence (P51452 whole entry, looked up): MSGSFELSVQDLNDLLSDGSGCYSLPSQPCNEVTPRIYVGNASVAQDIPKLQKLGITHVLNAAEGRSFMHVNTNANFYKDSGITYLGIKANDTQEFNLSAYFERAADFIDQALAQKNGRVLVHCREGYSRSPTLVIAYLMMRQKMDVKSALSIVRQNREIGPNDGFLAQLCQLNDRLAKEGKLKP
Anthrax LF inh2: blocks Bacillus anthracis lethal factor protease; multiplex microsphere protease cleavage assay, LF; inhibition, % at 10 µM; hit rate 0.12% among 360,000; AID 588501; also: plate controls were buffer without enzyme for full effect and enzyme alone for no effect
Target sequence (P15917 whole entry, looked up): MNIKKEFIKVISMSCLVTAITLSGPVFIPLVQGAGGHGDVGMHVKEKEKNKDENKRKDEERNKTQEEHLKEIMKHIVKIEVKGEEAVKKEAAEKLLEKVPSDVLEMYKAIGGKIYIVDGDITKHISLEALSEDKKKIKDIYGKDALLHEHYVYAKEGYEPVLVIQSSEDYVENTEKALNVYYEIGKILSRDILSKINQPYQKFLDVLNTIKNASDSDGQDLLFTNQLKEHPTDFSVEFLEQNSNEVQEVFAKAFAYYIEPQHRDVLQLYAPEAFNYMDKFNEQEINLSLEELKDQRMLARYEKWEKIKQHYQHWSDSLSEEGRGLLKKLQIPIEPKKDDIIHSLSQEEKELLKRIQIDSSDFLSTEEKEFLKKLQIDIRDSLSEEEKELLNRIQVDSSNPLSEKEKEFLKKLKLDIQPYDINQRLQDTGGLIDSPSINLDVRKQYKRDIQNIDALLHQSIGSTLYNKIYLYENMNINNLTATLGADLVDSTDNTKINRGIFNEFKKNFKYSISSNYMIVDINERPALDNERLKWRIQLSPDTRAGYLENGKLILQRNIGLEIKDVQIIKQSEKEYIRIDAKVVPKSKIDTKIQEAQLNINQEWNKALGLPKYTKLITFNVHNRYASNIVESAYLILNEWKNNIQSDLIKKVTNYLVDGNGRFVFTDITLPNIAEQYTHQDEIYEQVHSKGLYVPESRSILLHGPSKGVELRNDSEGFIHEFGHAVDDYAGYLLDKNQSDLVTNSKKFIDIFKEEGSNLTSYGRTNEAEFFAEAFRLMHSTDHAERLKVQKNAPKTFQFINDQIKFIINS
TcdB GH inh: blocks C. difficile toxin B glycohydrolase activity; P18177; hit rate 0.24% among 350,000; inhibition, % at 9.99 µM; TcdB glycohydrolase enzymatic assay, plate reader; in the data active = inhibition above about 10%
PfHsp40 yeast: compounds rescuing yeast from Plasmodium falciparum HSP40 toxicity; S. cerevisiae expressing PfHsp40, growth rescue, ATP luminescence; growth rescue, % at 12.5 µM; hit rate 0.68% among 340,000; in the data active = growth rescue above about 28%, passing the limit was not always enough; inconclusive = no clear call, values can overlap the other calls;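 also: yeast W303a lacking pdr1 and pdr3 grown in galactose medium; growth measured after three days at 30 °C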
SARS 3CLpro inh: SARS-CoV 3CLpro protease inhibition; recombinant SARS-CoV 3CLpro, quenched FRET peptide cleavage; P0C6X7; hit rate 0.14% among 290,000; inhibition, % at 6 µM; AID 1706; in the data active = inhibition above about 12%
Active calls of the source: *; i = inactive; ? = inconclusive; . = no result given; & = joins results of further samples. Rule as the data show it, unless noted: active = inhibition above about 30%; inconclusive = no clear call, values can overlap the other calls; inactive = below that. Not all compounds are listed, so the mix of outcomes need not match the whole.

SMILES | Y pestis TopoI | BoNT A protease | SSB-PriA inh | CCHF vOTU inh | Vc quorum ag | DUSP3 inh | Anthrax LF inh2 | TcdB GH inh | PfHsp40 yeast | SARS 3CLpro inh
CC(=O)c1c(C)oc2ccc(NS(=O)(=O)c3ccccc3)cc12 | 7 | -0.1 | -3 | 4 | 0.0 | 16 | 0 | 1.8 | -1.0 | -2
Nc1nnc(SCc2ccc(Cl)cc2)s1 | -5 | -0.2 | -10 | -6 | -0.2 | -4 | -8 | . | 0.6 | -1
CC(NC(=O)COC(=O)c1ccc(S(=O)(=O)N2CCOCC2)cc1)c1ccccc1 (stereo not given) | -7 | -0.2 | -11 | 13 | -6.2 | . | 2 | -1.4 | -0.3 | .
O=C(NCc1ccncc1)[C@@H]1CCCN1C(=O)[C@@H]1CCCN1C(=O)c1ccccc1Cl | . | 0.5 | . | 3 | . | . | -6 | -1.2 | . | .
CC(C)Oc1ccc(S(=O)(=O)N2CCCCC2)cc1NC(=O)C1CSC2(C)CCC(=O)N12 (stereo not given) | 30 | -4.6 | -1 | -3 | -0.2 | . | 2 | 2.3 | -1.6 | .
FCCCOc1ccc(-c2nccc(-c3ccccn3)n2)cc1 | 13 | -0.3 | -5 | -3 | i | . | 5 | 0.6 | 2.6 | 0
CC(C)(C)S(=O)(=O)/C(C#N)=C/c1sccc1C1OCCO1 | 0 | -0.8 | -2 | 10 | -0.5 | 22 | -2 | 0.2 | -0.4 | -4
CCOC(=O)c1c(C)c(C(=O)NCCCN2CCCC2=O)c(C)n1CC | 0 | 1.7 | 0 | -12 | -2.5 | 19 | 0 | 0.7 | -1.0 | -2
CCOc1ccc(NC(=O)c2sc3nc4n(c(=O)c3c2C)CCC4)cc1 | -4 | -0.5 | -1 | -11 | -13 | 20 | 0 | -4.8 | 11 | -4
COc1ccccc1N1CC(C(=O)OC(C)C(=O)Nc2ccc(F)cc2)CC1=O (stereo not given) | 5 | -0.4 | . | 12 | -0.5 | . | -4 | 0.8 | . | .
O=C(Oc1cccc(-n2cnnn2)c1)c1sc2ccccc2c1Cl | 12 | -0.6 | -11 | 14 | -0.4 | 15 | 5 | . | -0.5 | -2
CC(=O)c1ccc(NC(=O)CSc2nnc(-c3ccco3)o2)cc1 | -5 | 0.5 | 5 | -10 | -0.3 | 18 | -2 | 0.3 | -0.6 | 6
FC(F)(F)c1ccccc1Cc1c(-c2ccc(Cl)cc2)nc2ccc(Cl)cn12 | . | 2.8 | . | 17 | . | . | 5 | 6.6 | . | .
O=C(CSc1nnc(SCc2ccc(Cl)cc2)s1)N/N=C/c1ccc(Cl)cc1Cl | 8 | 0.3 | . | 9 | -0.3 | 3 | 0 | -1.5 | -1.5 | 3
O=C(Nc1ccc(N2CCOCC2)cc1)C1CCN(S(=O)(=O)c2cccc(C(F)(F)F)c2)CC1 | -4 | 0.5 | . | 13 | -0.5 | . | -3 | 1.1 | . | .
CCC(=O)Nc1cc(C)c(NC(=O)C23CC4CC(CC(C4)C2)C3)cn1 | 2 | -0.4 | -18 | 8 | i | 27 | -5 | . | -1.0 | 2
CCC(C)[C@H](NC(=O)N1CCC(C)CC1)C(=O)O (stereo not given in full) | -3 | -0.7 | 8 | -5 | -0.4 | -7 | 0 | 1.0 | -1.7 | 0
COC(=O)/C=C1/SC(=Nc2ccc(C)cc2C)NC1=O | -3 | -0.4 | -5 | 3 | i | 7 | 2 | . | 0.0 | 0
CCCCN1C[C@H](C)[C@@H](CC(=O)Nc2ccccc2)C1=O | 8 | -0.2 | . | -5 | -2.0 | . | -5 | 1.0 | . | .
O=C(NC1CCN(c2ncccn2)CC1)c1cccc(F)c1 | 6 | -10 | -13 | 8 | i | -3 | -14 | 0.7 | 3.6 | 0
C=CCc1c(C)nc(N2CCSCC2)[nH]c1=O | -1 | ? | -11 | 1 | 0.1 | 18 | 12 | 1.1 | 0.7 | 1
CCNc1nc(NCC)n2c(SCc3ccc(F)cc3)nnc2n1 | -1 | 0.6 | -12 | 11 | 1.5 | 15 | 3 | . | -0.8 | -6
C=C(C)[C@@H]1C2=CC(C(=O)OC)=C(C[C@H](C(=C)C)[C@H]3O[C@H]3C3=C[C@H]1OC3=O)O2 | 5 | -0.4 | . | -1 | -0.7 | . | 7 | 0.3 | . | .
CCOC(=O)C(=O)/C(=C\N(C)C)c1onc(-c2c(Cl)cccc2Cl)c1C(=O)OC | 1 | -0.1 | -13 | -2 | 4.2 | 7 | -4 | . | -0.8 | -3
O=C(NC1CCCC1)C(c1ccncc1)N(CC1CCCO1)C(=O)Cn1nnc(-c2cccs2)n1 (stereo not given) | -4 | 0.2 | -13 | -2 | -6.2 | -4 | -6 | . | -1.0 | 0
COc1ccccc1CN(C)c1nnnn1-c1ccccc1 | -9 | -0.3 | -19 | -1 | . | 21 | -2 | 3.6 | -0.7 | 2
O=C(Nc1cccnc1)c1ccc(COc2ccccc2Cl)o1 | 2 | -0.9 | -2 | 5 | -0.2 | 34 | -1 | . | -0.6 | -2
COc1ccc(CN2CCN(C(=O)COc3ccc4ccccc4c3)CC2)c(OC)c1 | 38 | 0.3 | 13 | 6 | -3.4 | 2 | -5 | 2.0 | -0.1 | 5
Nc1cccc2c1C(=O)N(C(=O)c1ccco1)C2=O | -3 | -0.8 | -1 | -18 | 0.4 | 8 | -1 | 1.3 | 0.9 | 1
CCC(Sc1nccn1C)C(=O)Nc1ccc(Cl)cn1 (stereo not given) | 3 | -1.1 | -7 | -2 | -0.4 | 22 | -2 | 0.6 | 0.3 | -6
CCCn1c(C(O)c2cc(OC)c(OC)c(OC)c2)nc2ccccc21 (stereo not given) | -4 | 0.3 | -8 | 6 | 0.0 | 44 | 0 | -0.6 | -0.5 | 4
Cc1ccc(CSc2nnc(-c3cccc(S(=O)(=O)N4CCOCC4)c3)n2CC(C)C)cc1 | 41 | -0.7 | 9 | 5 | -0.4 | 0 | 0 | 1.0 | 1.7 | 2
CCOc1ccc(NC(=O)CCC(=O)Nc2nnc(CC)s2)cc1 | 4 | -0.6 | 10 | 1 | -0.7 | -22 | -1 | -0.3 | -2.4 | -2
Cc1ccc(SCC(=O)c2c(C)nc3cc(C)ccn23)cc1 | 16 | -0.3 | -14 | 3 | -0.4 | 14 | 0 | 0.5 | 1.0 | 3
Cc1cc(C)cc(N2C(=O)NC(=O)/C(=C/c3cccn3-c3ccc(Cl)cc3)C2=O)c1 | 12 | -0.4 | 0 | 12 | 1.1 | -30 | 1 | -2.8 | 1.3 | 6
O=C1C=C(c2ccc(F)nc2)CCC1 | 5 | -0.2 | -4 | 1 | 4.0 | . | -3 | . | -0.8 | .
O=C(O)c1cc(N2C(=O)C3CC=CCC3C2=O)ccc1NCc1cccnc1 (stereo not given) | 11 | 0.4 | 3 | -4 | -0.4 | 8 | -2 | . | -1.0 | 3
CN1CCC(NC(=O)c2cccc(Oc3ccccc3)c2)CC1 | -13 | 1.3 | -5 | -1 | -0.5 | 4 | 3 | 0.7 | 0.4 | 2
COC(=O)/C(=C/c1c[nH]c2ccccc12)[N+](=O)[O-] | -8 | 0.0 | -5 | -5 | 9.2 | 1 | -1 | . | -0.1 | -1
COc1ccc(-c2cc(CNC(C)=O)on2)cc1 | -1 | -0.4 | -19 | 10 | 0.7 | 25 | -2 | . | -0.3 | -2

Retrieved one by one from the entries so far (6):
SMILES | Y pestis TopoI | BoNT A protease | SSB-PriA inh | CCHF vOTU inh | Vc quorum ag | DUSP3 inh | Anthrax LF inh2 | TcdB GH inh | PfHsp40 yeast | SARS 3CLpro inh
CCCn1c(C(O)c2cc(OC)c(OC)c(OC)c2)nc2ccccc21 (stereo not given) | -4 | 0.3 | -8 | 6 | 0.0 | 44 | 0 | -0.6 | -0.5 | 4
CCNc1nc(NCC)n2c(SCc3ccc(F)cc3)nnc2n1 | -1 | 0.6 | -12 | 11 | 1.5 | 15 | 3 | . | -0.8 | -6
Cc1cc(C)cc(N2C(=O)NC(=O)/C(=C/c3cccn3-c3ccc(Cl)cc3)C2=O)c1 | 12 | -0.4 | 0 | 12 | 1.1 | -30 | 1 | -2.8 | 1.3 | 6
COc1ccccc1CN(C)c1nnnn1-c1ccccc1 | -9 | -0.3 | -19 | -1 | . | 21 | -2 | 3.6 | -0.7 | 2
C=CCc1c(C)nc(N2CCSCC2)[nH]c1=O | -1 | ? | -11 | 1 | 0.1 | 18 | 12 | 1.1 | 0.7 | 1
O=C(NC1CCCC1)C(c1ccncc1)N(CC1CCCO1)C(=O)Cn1nnc(-c2cccs2)n1 (stereo not given) | -4 | 0.2 | -13 | -2 | -6.2 | -4 | -6 | . | -1.0 | 0

Next structures follow:
SMILES | Y pestis TopoI | BoNT A protease | SSB-PriA inh | CCHF vOTU inh | Vc quorum ag | DUSP3 inh | Anthrax LF inh2 | TcdB GH inh | PfHsp40 yeast | SARS 3CLpro inh
O=C(Cn1cnc2sc3c(c2c1=O)CCCC3)NCC(=O)Nc1ccc(F)cc1F | 7 | -0.8 | -9 | 6 | i | 43 | -3 | -0.6 | 1.2 | 0
CCS(=O)(=O)c1nc(S(=O)(=O)c2ccc(C)cc2)c(NCCCN2CCCC2=O)s1 | 1 | 0.5 | -4 | 4 | -12 | 23 | -2 | -0.3 | -0.6 | 5
COCCCNC(=O)CN(CCc1ccccc1)S(=O)(=O)c1ccc(C)cc1 | 23 | -0.8 | -4 | 6 | -0.8 | -20 | 1 | 1.5 | 0.1 | 4
CCn1ncc(CN2CCN(Cc3cccc(OC)c3)C(CCO)C2)c1C (stereo not given) | -12 | -0.2 | -7 | -6 | -0.2 | 31 | -1 | 0.0 | 0.8 | 6
C[C@H](CO)N1C[C@H](C)[C@@H](CN(C)S(=O)(=O)c2cccc(F)c2)OCc2cn(nn2)CCCC1=O | 3 | 0.3 | . | -1 | 0.5 | . | 4 | -0.2&0.4 | . | .
CSCC[C@@H](C(=O)Nc1ccc2c(c1)OCCO2)N1Cc2ccccc2C1=O | 13 | -1.0 | 21 | 6 | . | 8 | 2 | 2.2 | -0.7 | -2
Cc1[nH]c2ccccc2c1NC(=O)CN1CCN(C(=O)c2ccco2)CC1 | 2 | 0.3 | 0 | -9 | -0.9 | -15 | -4 | 1.2 | . | -4
CCCCCn1c(=O)c(C(=O)Nc2ccccc2Cl)c(O)c2ccccc21 | 4 | 2.0 | -10 | 0 | -0.6 | 30 | -3 | 0.7 | -0.1 | -7
Cc1ccc(C)c(C(=O)CCC(=O)Nc2ccc(N3CCN(C)CC3)cc2C)c1 | -4 | 0.3 | 4 | 2 | 0.5 | . | -10 | 8.7 | 0.8 | .
COc1cc(C2N=C(c3ccccc3)NO2)cc(Br)c1O (stereo not given) | 1 | 0.0 | -10 | -4 | -0.1 | 2 | -1 | . | 0.4 | 1
NC(=O)CSc1c[nH]c2ccccc12 | 7 | 0.0 | 0&-7 | -6 | i | 13 | 0 | . | 0.3 | -3
COc1cc(NC(=O)CCNS(=O)(=O)c2cc(Br)cnc2N)cc(OC)c1 | 3 | 0.8 | 4 | 10 | -0.2 | -4 | 0 | 0.1 | 2.8 | 7
C=CCN1C(=O)/C(=C\c2ccc(N3CCOCC3)o2)C(=O)NC1=S | 2 | 0.2 | -20 | 4 | -0.2 | -4 | 0 | 0.2 | 1.4 | -1
CC(C)[C@H](NC(=O)c1ccccc1)C(=O)OCC(=O)N1CC(=O)Nc2ccccc21 | 12 | 0.4 | -4 | 4 | -0.4 | 26 | 0 | . | 0.5 | -5
CCOC(=O)c1ccccc1NC(=S)N1CCCCC1 | 7 | 1.2 | -1 | 0 | -0.3 | 37 | 5 | -0.4 | -1.7 | 0
CCN(CC)C(=O)C12CC3CC(CC(Br)(C3)C1)C2 | 2 | 0.4 | -2 | -10 | i | 16 | 2 | . | 0.9 | -2
